Screens (PubChem BioAssay)
CSN deneddyl inh: inhibitors of human CSN-mediated cullin deneddylation; Purified CSN, SCF-Nedd8-OG deneddylation, fluorescence polarization; inhibition, % at 12.5 µM; Q92905; hit rate 0.38% among 360,000; AID 651999;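 active means pattern-corrected inhibition above about 35%, with an unprinted fluorescence ratio check between 0.5 and 1.5, limit read from the data, passing the limit was not always enough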;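 further: 0% = enzyme with substrate and 100% = substrate without enzyme; some results filed as inactive read as strong as hits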
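Schedule: reaction 90 min, room temperature / Assay system: HEK293T-derived human Csn5 enzyme / Input: Csn5 at 0.24 nM final / Measure: inhibition of Csn5 cleavage, % / Control set: substrate-only high control, full reaction low control / Technique: fluorescence polarization of the substrate / Buffer or medium: Tris/NaCl/DTT buffer, pH 7.5 / Reagent: SCFSkp2-Nedd8OG substrate at 10 nM final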
FAS TE block: inhibitors of human fatty acid synthase thioesterase domain | P49327 | recombinant FAS-TE, OMFH fluorogenic substrate, fluorescence endpoint | inhibition, % at 15 µM | hit rate 0.67% among 360,000;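 active means compounds whose normalised, plate-corrected inhibition of enzyme fluorescence in the single-dose primary screen is 50% or more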;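 further: 0% = DMSO with enzyme and 100% = substrate without enzyme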
SKN-1 inh: C. elegans SKN-1 inhibition; C. elegans VP596 Pgst-4::GFP/RFP ratio, acrylamide-induced, 24 h; inhibition, % at 21.8 µM; hit rate 0.49% among 360,000; AID 624304;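 active means interference check ratio from 0.5 to 1.5 plus GFP to RFP signal ratio inhibition reaching or exceeding a fixed threshold, cut at about 30% in these data, passing the limit was not always enough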; further: some compounds called inactive have numbers as strong as hits
Rpn11 block: Rpn11 (human) deubiquitinase inhibition. O00487. human 26S proteasome, Ub4-pepOG fluorescence polarization; 20S core pre-blocked with epoxomicin. calls only at 20 µM. hit rate 0.59% among 360,000. AID 588493;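 active means inhibition at 20 µM, scaled to each plate's controls, above about 33%, limit read from the data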
Target sequence (O00487 whole entry, looked up): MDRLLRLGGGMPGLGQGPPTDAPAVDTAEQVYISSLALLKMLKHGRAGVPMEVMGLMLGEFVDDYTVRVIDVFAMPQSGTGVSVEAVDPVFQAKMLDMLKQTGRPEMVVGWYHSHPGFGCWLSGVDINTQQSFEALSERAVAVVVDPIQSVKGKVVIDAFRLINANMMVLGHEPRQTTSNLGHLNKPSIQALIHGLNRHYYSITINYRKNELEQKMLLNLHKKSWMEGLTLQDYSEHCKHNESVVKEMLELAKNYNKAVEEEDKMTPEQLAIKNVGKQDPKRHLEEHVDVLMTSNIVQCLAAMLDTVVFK
NadD inh: inhibitors of Staphylococcus aureus NadD; hit rate 0.78% among 360,000; purified NadD enzyme, colorimetric absorbance read-out; inhibition, % at 20 µM; in the data active means inhibition above about 26%; further: some compounds past the cut are filed as inactive
MLLE-PAM2 inh: blocks PAM2 peptide binding to the PABP1 MLLE domain. AID 588489. inhibition, % at 20 µM. hit rate 0.36% among 360,000. GST-MLLE / FITC-PAM2 fluorescence polarization. P11940; in the data active means inhibition above about 35%, passing the limit was not always enough;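 further: plate controls were DMSO wells with GST-MLLE for no effect and wells lacking GST-MLLE protein for full effect; some results filed as inactive read as strong as hits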
Neddyl block: blocks human cullin neddylation. P61081+Q13564. TR-FRET cullin neddylation, biochemical. calls only at 25 µM. hit rate 0.58% among 360,000; in the data active means inhibition above about 36%
Target sequence (P61081 whole entry, looked up): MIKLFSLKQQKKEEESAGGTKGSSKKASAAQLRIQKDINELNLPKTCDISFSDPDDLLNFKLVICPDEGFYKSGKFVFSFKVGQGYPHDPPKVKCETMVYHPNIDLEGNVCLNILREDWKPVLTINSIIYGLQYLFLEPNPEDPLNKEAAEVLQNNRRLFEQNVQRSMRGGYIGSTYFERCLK
Target sequence (Q13564 whole entry, looked up): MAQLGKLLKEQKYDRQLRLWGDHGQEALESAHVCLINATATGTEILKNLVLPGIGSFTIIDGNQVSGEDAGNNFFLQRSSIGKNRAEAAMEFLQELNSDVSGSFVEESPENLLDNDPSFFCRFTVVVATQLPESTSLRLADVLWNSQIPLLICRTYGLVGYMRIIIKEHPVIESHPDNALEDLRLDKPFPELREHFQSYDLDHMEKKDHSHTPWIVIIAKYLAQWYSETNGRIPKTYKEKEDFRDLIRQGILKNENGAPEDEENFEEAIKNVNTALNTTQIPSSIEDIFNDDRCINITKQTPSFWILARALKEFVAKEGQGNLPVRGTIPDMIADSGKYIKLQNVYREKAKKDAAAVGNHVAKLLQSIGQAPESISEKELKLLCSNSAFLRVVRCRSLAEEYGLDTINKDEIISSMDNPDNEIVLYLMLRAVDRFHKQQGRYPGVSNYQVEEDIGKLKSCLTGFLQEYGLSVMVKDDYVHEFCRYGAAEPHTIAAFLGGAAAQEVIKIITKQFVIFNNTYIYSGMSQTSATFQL
MT1-MMP act inh: inhibitors of human MT1-MMP activation. P50281. HT1080 RFP-PRO-GFP cells, GFP/RFP ratio fluorescence, overnight; percent of plate control window, DMSO zero. GFP/RFP ratio change, % at 20 µM. hit rate 0.061% among 360,000. AID 651647;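 active means GFP/RFP ratio change of at least 30% with cell ATP level not reduced by more than half and red fluorescence within 50% of control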; further: strong numbers were not always called active
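Material: RFP-PRO-GFP reporter HT1080 cells. Dosing: single-point 20 µM compound, 1% DMSO. Controls: DMSO and RFP-L50D-GFP cell wells. Timing: cells overnight before dosing, compound overnight, 37 °C, 5% CO2. Measure: GFP/RFP fluorescence ratio.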
Rin1 Abl inh: inhibitors of human Rin1-Abl protein interaction; AID 588664; TR-FRET Rin1/Abl binding, biochemical; hit rate 0.4% among 360,000; P00519+Q13671; inhibition, % at 7.35 µM; in the data active means inhibition above about 5%, passing the limit was not always enough
* = called active by the depositor; i = inactive; / = not tested or not shown.

SMILES	CSN deneddyl inh	FAS TE block	SKN-1 inh	Rpn11 block	NadD inh	MLLE-PAM2 inh	Neddyl block	MT1-MMP act inh	Rin1 Abl inh
COc1ccc(S(N)(=O)=O)cc1C(=O)NNC(=O)c1cccc(S(=O)(=O)N2CCOCC2)c1	-3	-8	-2	i	-3	14	i	2	3
O=C(CSCc1cccc(Cl)c1)NCc1ccc2c(c1)OCO2	2	7	-3	i	-7	5	i	-6	-1
COCCN1C(=O)c2oc3ccccc3c(=O)c2C1c1ccc(O)c(OC)c1 (stereo unspecified)	1	-5	21	i	-2	-15	i	1	-3
Nc1cc(=O)[nH]c(=O)n1Cc1ccccc1	0	-8	9	i	-5	1	i	3	5
CC1CCN(C(=O)CSc2nc3ncccc3[nH]2)CC1	1	0	-6	i	-4	21	i	-4	5
CC(=O)c1ccc(S(=O)(=O)N(CCCO)Cc2cc3cc4c(cc3[nH]c2=O)OCCO4)cc1	0	-3	-9	i	-5	2	i	-1	3
O=C1C2=C(NC(=S)NC2c2ccc(Cl)cc2)NC(c2ccc(Cl)cc2)N1c1ccc(Cl)cc1 (stereo unspecified)	2	-100	-7	i	19	8	i	3	5
CCc1ccc(NC(=O)CCS(=O)(=O)c2ccc3c(c2)CCN3C(C)=O)cc1	-7	-3	13	i	2	-7	i	2	1
CC1=Nn2c(nnc2-c2cc(C)[nH]n2)SC1	-2	0	8	i	-6	-5	i	5	5
COc1ccc2nc(-c3ccccc3)nc(SCC(=O)NCC3CCCO3)c2c1 (stereo unspecified)	1	4	12	i	-2	2	i	-3	0
CC1C(c2ccccc2)N(C)CCC12NC(=O)NC2=O (stereo unspecified)	2	-9	-4	i	-4	-15	i	-1	1
O=C(Nc1cccc(-n2cccn2)c1)C1CCCN(Cc2cccc(F)c2F)C1 (stereo unspecified)	-2	15	4	i	-5	1	i	-2	0
CC(=O)c1sc(NC(=O)C2CC(=O)N(Cc3ccco3)C2)nc1-c1ccccc1 (stereo unspecified)	-1	-11	-3	i	-5	-30	i	-6	-4
CSc1ccccc1NC(=O)COC(=O)c1ccccc1O	2	9	4	i	-5	-8	i	-2	-2
Cc1cccc(NC(=S)NC2CC3C=CC2C3)c1 (stereo unspecified)	22	10	2	i	0	-27	i	2	0
Cc1cccc(CS(=O)(=O)Cc2ccc(C(=O)NC3CCCCC3)o2)c1	3	-2	11	i	0	0	i	-3	0
CCn1cc(C(=O)NCCc2ccc(Cl)cc2)c(=O)c2cc(S(=O)(=O)N(C)C)ccc21	-4	75*	-10	i	4	8	i	-4	1
COc1ccc(C(=O)NCc2cccnc2)cc1	2	-5	-19	i	-3	-5	i	-9	-3
CC(C)c1ccc(C(C)NCCS(=O)(=O)c2ccc(Br)cc2)cc1 (stereo unspecified)	-2	27	3	i	-14	-5	i	-2	2
Cc1cc(C)c(NC(=O)c2ccc(CN3CCc4ccccc4C3)cc2)c(C)c1	-8	8	-4	i	1	1	i	-2	-1
Nc1nc(SCc2ccc(Cl)c(Cl)c2)n[nH]1	5	-10	10	i	2	0	i	4	-3
COc1ccccc1C(=O)C1Nc2ccccc2-c2nnc(SC)nc2O1 (stereo unspecified)	-3	-6	0	i	-3	22	i	3	-8
CS(=O)(=O)N1CCN(c2ccc(NC(=O)CSc3ccc(Cl)cc3)cc2)CC1	-4	-4	18	i	2	4	i	-1	-1
COc1cccc(C(C(=O)NCC2CCCO2)N(CC2CCCO2)C(=O)CN2C(=O)c3ccccc3S2(=O)=O)c1 (stereo unspecified)	5	-7	5	i	0	-2	i	-1	0
Cc1noc(C)c1CSCC(=O)Nc1cc(S(C)(=O)=O)ccc1Cl	0	-6	-1	i	-3	7	i	1	0
Cc1cccc(OCc2nnc(SCc3cc(=O)[nH]c4ccccc34)n2-c2ccccc2)c1	-7	0	12	i	-1	-74	i	-12	-4
O=C(NNC(=O)c1ccccc1F)c1cccc(-n2cccc2)c1	29	-5	-2	/	6	-15	i	-3	3
CCc1cccc(NC(=O)c2ccc3c(=O)n4c(nc3c2)CCCCC4)c1	0	9	5	i	1	-2	i	0	-2
CCCCOc1ccccc1C(=O)NNC(=S)NC(=O)c1ccccc1[N+](=O)[O-]	3	2	-8	i	15	31	i	1	1
Cc1ccc(N(C(=O)CNC(=O)c2ccco2)C(C(=O)NC2CCCC2)c2ccncc2)cc1 (stereo unspecified)	-2	-1	2	i	-5	11	i	-1	2
C=CCNC(=O)c1cccc2c1C(=O)c1ccc(N3CCCC3)cc1S2(=O)=O	36*	-26	18	/	-4	-55	i	-84	-11
COCCn1c(C)cc(C(=O)CSc2nc3ccccc3o2)c1C	1	10	-9	i	-6	-9	i	0	-2
Cc1cc(NC(=O)C2CC(=O)N(c3ccc(F)cc3)C2)no1 (stereo unspecified)	-3	-6	-9	i	-2	6	i	0	-1
Cc1cc(C)n2nc(SCC(=O)N/N=C/c3ccccn3)nc2n1	0	-8	7	i	-1	9	i	4	-2
O=C(c1cccc(Oc2ccc([N+](=O)[O-])cc2Cl)c1)N1CCCCC1	3	-2	4	i	1	-5	i	-1	3
COc1ccc(C2CC(c3cccs3)=NN2C(=O)COC(=O)c2cc3ccccc3cc2O)cc1OC (stereo unspecified)	-4	26	4	i	19	7	i	0	0
Cc1ccc(OCCn2c(CCCO)nc3ccccc32)cc1	5	-6	-17	i	-2	-4	i	1	1
Cc1ccc(-c2nsc(SCC(=O)NCc3ccc4c(c3)OCO4)n2)cc1	-13	-6	0	i	-2	12	i	3	1
C#CCOCCOCCOCCNc1nc(N2CCN(C(=O)CCCCCCCCCCNC(=O)Cn3cc(C[C@@H](C)O)nn3)CC2)nc(N2CCN(C(=O)CCCCCCCCCCNC(=O)Cn3cc(C[C@@H](C)O)nn3)CC2)n1	6	-7	2	i	6	2	i	11	8
COc1ccc(OC)c(CCNC(=O)CS(=O)(=O)Cc2nc(-c3ccccc3Cl)oc2C)c1	4	9	0	i	-7	6	i	-2	0
O=C(NCCCSc1ccccc1)c1cnc(Cl)c(Cl)c1	-1	22	-5	i	-7	0	i	4	2
Cc1cccc(NC(=O)c2ccc(C)c(S(=O)(=O)N3CCOCC3)c2)n1	-3	-5	-3	i	-3	8	i	3	2
Cc1noc(C)c1S(=O)(=O)NC(=O)C1(C)CCN1C(=O)C1(c2ccc(Cl)cc2)CC1 (stereo unspecified)	3	-5	14	i	-3	-9	i	1	-3
C=C(C)COc1ccc(-c2nc(N)ncc2Oc2ccc(OC)cc2)c(O)c1	5	26	4	i	14	7	i	-5	1
Cc1ccc(C(=O)O/N=C/c2c(Cl)n(C)c3ccccc23)cc1	-1	18	-4	i	2	-1	i	6	2
c1ccc(Cc2nn3c(Cn4nnc5ccccc54)nnc3s2)cc1	-1	-4	18	i	8	17	i	4	-2
CCOC(=O)c1c(C)[nH]c(C(=O)N(C)CC(=O)Nc2ccc(OC)cc2)c1C	-6	-6	8	i	2	1	i	-2	3
CN(C)S(=O)(=O)c1ccc(Cl)c(NC(=O)CSc2nc3c(cc2C#N)C(=O)CCC3)c1	-1	20	10	i	-6	5	i	2	-1
CN(CCO)C(=O)c1nc[nH]c1C(=O)N1CCN(C(=O)OC(C)(C)C)CC1	0	-8	0	i	1	0	i	1	2
Cc1c(C(=O)O)c(C(=O)O)c2n1CCS2	3	-6	-9	i	1	14	i	3	-2
COc1nnc(-c2ccc(N3CCOCC3)c(NC(C)=O)c2)c2ccccc12	0	-6	9	i	5	-3	i	2	-3
COC(=O)C1=NNC2(C)C(=O)N(c3ccc(C)cc3)C(=O)C12 (stereo unspecified)	-1	-1	-4	i	-8	-7	i	2	-4
Cc1cccc(NC(=O)CNC(=O)CN2C(=O)NC(C)(CCC(C)C)C2=O)c1C (stereo unspecified)	-2	-3	8	i	-1	12	i	1	-1
COc1ccc(CSc2nnc(-c3ccncc3)n2C)cc1F	3	1	-1	i	-4	-14	i	2	3
C(=N\Nc1nc(N2CCCC2)nc(N2CCCC2)n1)/c1cccnc1	1	-4	11	i	-1	4	i	-4	1
CCn1c(CN2CCN(C(=O)c3ccco3)CC2)nc2c1c(=O)n(C)c(=O)n2C	-1	-2	4	i	0	7	i	4	-7
CC1=Nc2ccc(C)c3nc(C)cc(c23)N1c1ccc(C)cc1	0	-1	1	i	10	-4	/	-13	-3
CCOC(=O)c1c(C)nc(C)c(C(=O)OCC)c1-c1ccc(Br)cc1	-1	12	4	i	-4	1	i	-9	-3
O=C(OCC(=O)N1CCN(C(=O)c2ccco2)CC1)c1cc(-c2ccccc2)nc2ccccc12	-1	13	17	i	16	-17	i	-4	-6
O=S(=O)(Nc1nc2ccccc2nc1Cl)c1ccc(Br)cc1	0	1	3	i	2	-16	i	-4	-2
Following part
SMILES	CSN deneddyl inh	FAS TE block	SKN-1 inh	Rpn11 block	NadD inh	MLLE-PAM2 inh	Neddyl block	MT1-MMP act inh	Rin1 Abl inh
COc1ccccc1N1CCN(C(=O)c2c(C)cc(=O)oc2C)CC1	-4	-4	-6	i	-4	-10	i	5	-2
CCOc1ccc(S(=O)(=O)NCCC(=O)OCC(=O)c2ccc[nH]2)cc1	0	-4	-13	i	-1	8	i	0	2
CC(=O)c1ccc(Oc2nc3c(c(=O)n(C)c(=O)n3C)n2C)cc1	2	-5	0	i	6	1	i	-2	-1
Cc1ccc(NC(=O)NNS(=O)(=O)c2ccc(Br)cc2)cc1	0	-10	-11	i	-2	1	i	2	-3
Brc1ccccc1OCCOc1cccc2cccnc12	-4	3	6	i	1	-2	i	1	-2
CN(C)S(=O)(=O)c1ccc(N2CCCC2)c(C(=O)NC2CCC(O)CC2)c1 (stereo unspecified)	-3	-5	0	i	-2	15	i	3	2
CCN(CC(=O)Nc1cccc(S(=O)(=O)N2CCCC2)c1)CC(=O)Nc1ccccc1OC	2	2	-4	i	-3	19	i	3	-2
O=C(COC(=O)c1ccccc1C(F)(F)F)NC(=O)NCc1ccco1	-2	1	1	i	-3	6	i	4	-2
Cc1csc(=O)n1CC(=O)OCc1nnc(-c2ccccc2)o1	-1	-3	10	i	-1	12	i	-1	3
CCOc1cc(Br)ccc1S(=O)(=O)N1CC(C)OC(C)C1 (stereo unspecified)	2	-1	-8	i	-5	-8	i	-8	1
CCc1ccc2nc(N(CCCN(C)C)C(=O)c3ccc(S(=O)(=O)N4CCCc5ccccc54)cc3)sc2c1	2	2	-9	i	3	16	i	0	-1
COCCNC(=O)C(c1cccs1)N(Cc1ccccc1)C(=O)Cn1nnc2ccccc21 (stereo unspecified)	1	-1	-1	i	-1	-2	i	-2	1
